Compound activity: PubChem BioAssay, several laboratories
SIAE primary: blocks human sialic acid acetylesterase. SIAE FP-Rh probe binding, fluorescence polarization. actives 0.69% (n = 370,000). Q9HAT2. inhibition, % at 9.66 µM;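 active = inhibition above a cutoff: mean of compounds within the control limits plus 3 SD of those, cut at about 17% in these data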;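 note: 0% = plate median of compound wells and 100% = probe without SIAE protein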
Target sequence (Q9HAT2 whole entry, looked up): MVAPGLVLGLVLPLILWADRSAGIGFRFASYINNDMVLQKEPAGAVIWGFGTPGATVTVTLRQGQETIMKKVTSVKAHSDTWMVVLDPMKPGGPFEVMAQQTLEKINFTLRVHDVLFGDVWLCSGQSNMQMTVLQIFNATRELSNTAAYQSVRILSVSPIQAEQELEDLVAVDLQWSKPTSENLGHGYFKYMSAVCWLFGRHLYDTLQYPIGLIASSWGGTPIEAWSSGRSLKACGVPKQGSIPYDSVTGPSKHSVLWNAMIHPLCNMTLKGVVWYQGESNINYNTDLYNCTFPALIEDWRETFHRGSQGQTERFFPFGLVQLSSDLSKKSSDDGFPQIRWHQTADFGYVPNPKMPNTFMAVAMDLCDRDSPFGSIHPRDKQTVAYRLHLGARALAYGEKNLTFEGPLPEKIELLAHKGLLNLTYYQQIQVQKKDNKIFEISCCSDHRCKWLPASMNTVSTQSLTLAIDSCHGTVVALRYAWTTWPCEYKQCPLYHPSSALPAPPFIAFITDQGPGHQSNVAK
PRMT1 FP inh: inhibitors of human PRMT1; recombinant PRMT1, activity-based probe fluorescence polarization; inhibition, % at 2.79 µM; actives 1.3% (n = 370,000);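 active = inhibition above about 21% made by adding two undisclosed values, limit read from the data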
Target sequence (Q99873 whole entry, looked up): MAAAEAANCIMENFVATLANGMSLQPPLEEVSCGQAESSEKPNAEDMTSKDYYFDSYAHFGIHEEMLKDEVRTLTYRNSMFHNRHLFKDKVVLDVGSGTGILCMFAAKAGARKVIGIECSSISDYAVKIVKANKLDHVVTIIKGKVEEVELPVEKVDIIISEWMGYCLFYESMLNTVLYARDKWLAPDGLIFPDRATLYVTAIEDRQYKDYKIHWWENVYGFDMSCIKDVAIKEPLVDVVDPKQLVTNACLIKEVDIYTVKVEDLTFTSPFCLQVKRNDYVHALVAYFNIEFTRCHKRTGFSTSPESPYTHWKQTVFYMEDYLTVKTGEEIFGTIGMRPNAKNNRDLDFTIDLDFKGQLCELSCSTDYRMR
rCAG binder: binds r(CAG) RNA repeats; r(CAG) RNA repeat, TO-PRO-1 dye displacement fluorescence; inhibition, % at 3 µM; actives 1.3% (n = 370,000); AID 651821;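 active = inhibition above the plate cutoff, the mean of all test compounds on that plate plus 3 SD, cut at about 35% in these data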;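 note: 0% = DMSO alone and 100% = 100 µM mitoxantrone as full dye displacement; higher means more dye released from RNA so lower well fluorescence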
PG9 binder: binds the HIV-1 gp120 antibody PG9. TR-FRET gp120-PG9 antibody binding. inhibition, % at 6.7 µM. actives 0.43% (n = 360,000); in the data active = inhibition above about 8.5%
mABHD4 FP: inhibits mouse alpha/beta hydrolase domain 4 | actives 0.54% (n = 370,000) | purified mABHD4, FP-Rh probe fluorescence polarization | Q8VD66 | inhibition, % at 8.92 µM;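 active = inhibition exceeding the mean over every tested compound plus 3 SD, cut at about 30% in these data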;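 note: 0% = plate median of compound wells and 100% = S159A mutant with DMSO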
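Test system: mABHD4 protein | Buffer or medium: HEPES pH 7.0 buffer, 150 mM NaCl, 0.01% Pluronic F-127 | Probe or stimulus: FP-Rh fluorescent activity-based probe, added after compound pre-incubation | Timing: Pre-incubation 45 min, probe exposure 60 min, at 25 °C | Technique: Fluorescence polarization, excitation 525 nm, emission 598 nm, BODIPY TMR filters | Repeats: Single well per compound (singlicate)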
LEDGF integ inh: blocks HIV-1 LEDGF/p75-dependent DNA integration | TR-FRET IN-LEDGF/p75 DNA integration, Eu/Cy5 | inhibition, % at 3.7 µM | actives 0.64% (n = 370,000);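 active = inhibition above the screen-wide mean plus 3 SD, cut at about 13% in these data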;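 note: signal is the Cy5 over europium emission ratio at 671 and 618 nm; 0% = plate median of compound wells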
TDP2 inh: blocks human TDP2 phosphodiesterase activity | O95551 | recombinant TDP2, T5PNP hydrolysis, p-nitrophenol absorbance 415 nm | inhibition, % at 12.8 µM | actives 0.34% (n = 370,000) | AID 720702;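 active = inhibition above the mean of all tested compounds plus 3 SD, set per campaign, cut at about 25% in these data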;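 note: 0% = DMSO with enzyme and 100% = buffer with substrate but no TDP2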
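System – recombinant human TDP2 · Amount – 120 nM TDP2 per well · Buffer or medium – Mg2+-containing Tris-HCl buffer, pH 7.5 · Reagent – T5PNP substrate, 5 mM · Dosing – 12.8 µM single point, 1% DMSO · Incubation – 2 h at 37 °C · Measured by – epi absorbance · Read-out basis – percent inhibition · Benchmarks – high control without enzyme, low control DMSO plus TDP2 · Repeats – singlicate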
Rev-erbA mod: modulators of human Rev-erb alpha DNA binding; actives 0.79% (n = 370,000); P20393; Rev-erbα–FITC-DNA binding, fluorescence polarization, 90 min; activity, % at 10 µM;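 active = activity above about 14%, limit read from the data; passing the limit was not always enough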;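 note: 0% = DMSO wells with 35 nM protein and 100% = DMSO wells with 750 nM protein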
HTRA1 inhibitor: inhibitors of human serine peptidase HTRA1; Q92743; recombinant HTRA1, FP-rhodamine activity-based probe, fluorescence polarization; inhibition, % at 5.96 µM; actives 0.5% (n = 340,000); in the data active = inhibition above about 36%;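 note: 0% = enzyme with DMSO and 100% = wells lacking enzyme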
TCR CD3 inh: inhibitors of human TCR-CD3 interaction | inhibition, % at 9.4 µM | actives 0.37% (n = 360,000) | TAMRA-labeled TCR probe fluorescence, biochemical; in the data active = inhibition above about 19%;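 note: recombinant mutant TCR 2C K166C tagged with TAMRA read by polarization; 0% = receptor in buffer alone and 100% = receptor with positive control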
Active calls of the source: *; · = no result given. The list is partial, so the mix of outcomes need not match the whole.

SMILES	SIAE primary	PRMT1 FP inh	rCAG binder	PG9 binder	mABHD4 FP	LEDGF integ inh	TDP2 inh	Rev-erbA mod	HTRA1 inhibitor	TCR CD3 inh
COc1cccc(C(=O)Nc2cc(S(=O)(=O)N3CCOCC3)ccc2N2CCOCC2)c1	1	2	3	-0.7	-4	-1	-4	-6	5	-5
COc1ccc(CCNC(=O)CNC(=O)N2CC(=O)Nc3ccccc32)cc1	3	-3	2	-2.8	-4	-2	-5	17	2	-1
O=S(=O)(c1ccc(NC(=S)NCc2ccco2)cc1)N1CCCCC1	-25	10	10	-1.6	-31	-4	-19	0	-22	-5
CCOC(=O)c1c(-c2ccccc2)csc1NC(=S)NC	2	4	9	1.0	-2	0	7	-9	-6	-4
O=C(CCC(=O)N(CC(=O)NC1CCCC1)Cc1ccccc1Cl)Nc1nccs1	5	5	-4	-2.2	1	-7	-15	-2	7	-6
COc1ccc(CCN2CCCn3c2nc2c3c(=O)[nH]c(=O)n2C)cc1OC	7	3	-5	0.6	-4	2	-6	0	2	-8
O=C(CCNS(=O)(=O)c1ccc(Cl)cc1)NCCc1ccccc1	5	3	-1	-0.2	5	-3	1	2	-6	-5
COc1ccc(OC)c(NC(=O)CSc2nnnn2C)c1	0	4	-2	1.5	3	0	6	-4	4	-5
COC(=O)c1cc2c(ccc3ccccc32)oc1=O	10	0	2	-0.2	-2	5	1	-7	-4	-2
CCC(C(=O)Nc1cc(OC)c(NC(=O)c2ccccc2)cc1OC)c1ccccc1 (configuration not stated)	5	2	-4	-2.9	4	0	3	5	1	-5
CCOc1nc(NC(=O)NS(=O)(=O)Oc2cccc(Cl)c2)nc(-c2ccccc2)n1	0	1	2	-1.6	0	3	2	-2	2	1
Cc1ccc(O)c(Cc2cc(C)cc(Cc3cc(C)ccc3O)c2O)c1	-11	3	40*	-1.7	-15	-2	-8	-5	-14	-1
CCn1c(C)c(C)c2cc(C(=O)NCCc3ccco3)ccc21	4	10	2	-0.1	-12	0	-4	2	-19	-6
Fc1ccccc1/C=N/n1c(-c2cccnc2)n[nH]c1=S	-1	-1	-1	-0.4	1	-4	4	-1	5	-2
COC(=O)c1ccc(CN2CCN(CCC(C)C)C(CCO)C2)cc1 (configuration not stated)	-2	0	-8	-3.4	3	0	-4	-2	-4	6
CCN(CC(=O)NC1CCS(=O)(=O)C1)S(=O)(=O)c1ccc(Cl)c(C(F)(F)F)c1 (configuration not stated)	-2	-1	-1	1.6	1	0	-2	1	1	7
S=C(NCc1ccco1)N/N=C/c1cccnc1	-1	-4	-1	-4.3	3	1	-6	7	6	-1
CC(=O)c1ccc(NC(=S)N2CCN(c3ccccn3)CC2)cc1	0	0	-3	-3.1	0	1	4	4	-8	5
CN(CC1COc2ccccc2O1)C(=S)Nc1ccccc1 (configuration not stated)	-3	-2	-3	1.6	-5	-1	-7	-4	-2	8
CC1CCCN(C(=O)CN(C)S(=O)(=O)c2cccc3nsnc23)C1 (configuration not stated)	-3	5	1	-0.5	-15	-8	-10	1	8	3
Cn1c(OCc2cccnc2)nc2c1c(=O)n(Cc1ccc(Br)cc1)c(=O)n2C	-5	-2	-4	-0.5	7	2	1	3	2	1
CN(CCNC(=O)C1CCN(S(=O)(=O)N2CCOCC2)CC1)CCc1ccccc1	1	-2	-8	0.2	-6	2	-3	-2	3	4
COCc1c(C(=O)Nc2nc(C)cs2)oc2ccccc12	-10	6	-2	0.3	-12	-1	-4	4	0	-5
COc1ccc(N2CCN(C(=O)c3ccc(CNS(=O)(=O)c4cc(C)ccc4C)cc3)CC2)cc1	-2	1	-6	0.2	-9	-1	8	-2	-3	-1
O=C(CCOc1ccccc1)Nc1ccnn1C1CCN(Cc2ccc(F)cc2)CC1	5	-2	-9	-1.4	-4	-2	-5	0	1	2
O=C1CN(C(=O)c2cccc(Br)c2)c2ccccc2N1	0	-6	-1	-1.1	-3	-1	0	-2	-2	-4
Cc1cc(-c2ccccc2)n(-c2ccc(C(N)=O)cc2)n1	-6	-2	1	-0.4	1	-3	-4	-3	3	-2
COc1ccc(C(=O)NCc2nnc(SCC(=O)Nc3ccccc3F)o2)cc1	-7	7	4	-0.3	1	-3	-8	-10	1	-9
CCC(=O)N1CCc2cc(Br)cc(S(=O)(=O)NCCCN(C)Cc3ccccc3)c21	3	2	-2	-1.6	6	-4	12	-1	2	-3
CCOc1cc(/C=N/n2nnnc2N)ccc1OCc1c(C)no[n+]1[O-]	-7	2	2	0.2	2	0	2	-2	-5	-7

Rewritten with two lines to a compound: two of the compounds above
Every second line gives: SIAE primary, PRMT1 FP inh, rCAG binder, PG9 binder, mABHD4 FP, LEDGF integ inh, TDP2 inh, Rev-erbA mod, HTRA1 inhibitor, TCR CD3 inh
- COc1ccc(N2CCN(C(=O)c3ccc(CNS(=O)(=O)c4cc(C)ccc4C)cc3)CC2)cc1
    -2, 1, -6, 0.2, -9, -1, 8, -2, -3, -1
- CCOc1cc(/C=N/n2nnnc2N)ccc1OCc1c(C)no[n+]1[O-]
    -7, 2, 2, 0.2, 2, 0, 2, -2, -5, -7

Look-ups from the list.
CN(CC1COc2ccccc2O1)C(=S)Nc1ccccc1 (configuration not stated) @ TCR CD3 inh: 8
CCC(=O)N1CCc2cc(Br)cc(S(=O)(=O)NCCCN(C)Cc3ccccc3)c21 @ SIAE primary: 3

Additional structures
SMILES	SIAE primary	PRMT1 FP inh	rCAG binder	PG9 binder	mABHD4 FP	LEDGF integ inh	TDP2 inh	Rev-erbA mod	HTRA1 inhibitor	TCR CD3 inh
COc1cccc(NC(=O)c2nnn(Cc3ccc(Br)cc3F)c2N)c1	-1	-4	4	0.0	1	1	5	-5	-12	2
Cc1ccc(Cc2c(-c3ccc(C#N)cc3)nc3c4ccccc4ccn23)cc1	-6	-5	14	0.6	-4	4	-14	-19	·	-3
Cc1ccc(C)c(CN2C(=O)COc3ccc(C(=O)c4ccccc4C(=O)O)cc32)c1	5	0	-4	0.0	-5	0	4	4	-16	4
COc1ccc(NC(=O)c2cc(C3CCCCN3S(=O)(=O)c3cccs3)on2)c(C)c1 (configuration not stated)	6	-5	7	0.8	-7	2	-2	-6	·	6
CSC[C@H](NC(=O)COc1cc2c(c3oc(=O)cc(C)c13)CCC(C)(C)O2)C(=O)O	6	-1	15	-0.2	4	-1	-2	1	1	6
C=CC#CC1(O)CC(C)[N+](C)(C)CC1C (configuration not stated)	5	-2	-3	1.1	-1	1	4	2	5	11
Cc1ccc(CCNC(=O)C2CCCN(S(=O)(=O)N3CC(C)CC(C)C3)C2)cc1 (configuration not stated)	-2	-4	-6	-3.4	1	-2	-14	0	-1	9
CCOC(=O)Cc1csc(NC(=O)CSc2nnnn2-c2ccc(C)c(C)c2)n1	-5	1	-3	0.2	-5	-2	-1	1	-20	-4
CC(=O)c1ccc(S(=O)(=O)N(C)CCCC(=O)NCc2ccc3c(c2)OCO3)cc1	-7	8	0	2.5	-9	-7	-2	0	-8	-15
O=C(O)Cn1ccnc1[N+](=O)[O-]	0	-1	0	-3.8	-1	6	-13	-2	4	-5
CN1C(=O)C2ON(c3ccccc3)C(c3cccs3)C2C1=O (configuration not stated)	1	-2	-1	-0.2	4	-2	6	-4	2	4
COc1ccccc1CNC(=O)CN(C)S(=O)(=O)c1ccc2c(c1)c(=O)n(C)c(=O)n2C	-10	0	-2	-2.3	-4	3	0	3	4	2
O=C(O)c1cccc(NS(=O)(=O)c2ccc3c(c2)OCCCO3)c1	0	0	1	-0.5	0	3	3	-3	-1	4
COc1cccc(CC(=O)Nc2cc(S(=O)(=O)N3CCOCC3)ccc2N2CCOCC2)c1	6	5	-2	-1.2	4	1	3	-3	-1	-2
COCCNC(=O)[C@H]1N2C(=O)c3c(ccc(OC)c3OC)C2SC1(C)C (some centres not stated)	2	2	-4	0.8	-4	2	-6	4	-4	4
CC(c1ccc(NC(=O)OC(C)(C)C)cc1)c1cn(C)c2ccccc12 (configuration not stated)	2	-4	0	·	-14	-2	-7	-3	·	·
O=C(CCCN1C(=O)c2cccc3cccc(c23)C1=O)N1CCN(c2ccccc2O)CC1	3	-2	-1	4.2	2	0	-1	-8	-16	-10
CC(/C=C/c1ccccc1)=N/NC(=O)Cn1nnc(N)n1	-1	1	13	-0.5	0	-1	-19	-2	·	5
Cc1nc2sc(C(c3ccco3)N3CCN(c4cccc(Cl)c4)CC3)c(O)n2n1 (configuration not stated)	-2	65*	19	-0.6	18	20*	-16	1	-1	3
COc1ccc(OC)c([C@@H]2OCCC=C[C@H]2C)c1	4	-2	-5	-0.4	3	1	4	2	2	0
Cc1noc(C)c1-c1ccc(C(=O)NC2CCCCC2)c2occc12	0	0	-1	0.6	9	5	-3	6	·	1
CC(=O)c1cccc(NC(=O)C2(C)Cc3c(-c4ccccc4)ccnc3O2)c1 (configuration not stated)	-4	1	1	2.0	-1	-1	3	-5	·	-10
c1ccc(COc2cccc(-c3cc4nc(NCCOc5ccccc5)ccn4n3)c2)cc1	-32	1	10	1.9	-50	1	-5	-3	·	-4
O=C1N=C(N2CCCC2)CN1c1ccccc1	-4	4	0	0.2	-4	1	2	-2	2	-3
c1cc(Nc2cccc3nccnc23)c2nccnc2c1	-3	6	8	-7.2	7	-5	5	-8	21	-6
COc1cccc(NC(=O)Nc2cc(C(=O)O)ccc2C)c1	-8	2	6	-1.2	-2	-6	-8	-1	-1	-4
COc1ccc(C(=O)c2c3ccc([N+](=O)[O-])cc3[n+]([O-])n2CCCN)cc1	-5	6	15	-3.8	-2	1	-6	0	12	0
Cc1ccc(CNC(=O)c2cc3c(=O)n(C)c4ccccc4c3n2C)o1	-7	-1	6	-0.3	5	-1	4	6	-2	4
O=C(CSc1nnnn1-c1ccccc1)N1CCCc2ccccc21	-4	-1	-1	0.9	-3	-2	12	-2	-1	-5
Cc1ccc(NC(=O)c2cc(S(=O)(=O)N3CCCCC3)cs2)cc1	-2	1	-2	0.1	-12	-1	-8	-6	-21	-1
CCN(CC)c1ncnc2c1cnn2C	2	-1	0	2.9	-1	0	-1	-1	2	0
Cc1ccc(N2CCN(C(C(=O)Nc3c(C)cccc3C)c3ccccc3OC(F)(F)F)CC2)cc1 (configuration not stated)	1	-1	1	-1.1	-4	-2	10	0	·	5
CCOC(=O)C1=C(c2ccccc2)N=C2SCC(=O)N2C1c1ccc2c(c1)OCO2 (configuration not stated)	-2	1	3	0.0	-2	-1	6	-1	-1	3
CC(=O)N1CCOCCOCCOCC1	-6	1	-1	-0.3	7	-2	0	-9	6	4
O=C(CSc1nc(=O)n(CCN2CCOCC2)c2c1CCC2)Nc1ccc(OC(F)(F)F)cc1	-7	-2	-4	0.2	-4	2	6	4	-1	11
C[C@@H](C(=O)Nc1ccccc1N1CCOCC1)N1C(=O)C2CC=CCC2C1=O (some centres not stated)	4	1	3	-1.0	-4	3	5	-7	-1	-2
COc1ccc(NC(=S)N(CCCN2CCOCC2)C(C)c2cc3ccccc3o2)cc1 (configuration not stated)	8	1	-5	0.7	-7	-3	17	0	-1	-6
